miR122 inh = miR-122 Renilla sensor signal increase in Huh7, primary screen, miR-122 inhibitor project, cell-based, single point, plate reader; activation (reporter increase), % at 12.5 µM; actives 0.3% (n = 340,000); Huh7 miR-122 Renilla luciferase sensor, 48 h; neutral wells = 0, positive control = 100;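 active means mean replicate activation score at least 90 and every replicate individually at or above 90; inconclusive means only one of the two criteria met; inactive means neither criterion met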;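 further: higher luciferase means less miR-122 activity so hits act as miR-122 inhibitors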
Statin myotox sup = suppressors of statin myotoxicity in C2C12 myotubes, primary screen, cell-based, single point, plate reader | C2C12 myotubes + simvastatin, ATP luminescence, 48 h; scaled: DMSO 0, geranylgeraniol control 100 | rescue of ATP level, % at 7.49 µM | actives 0.78% (n = 330,000);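 active means mean ATP rescue above about 67%, or every replicate alone reaching that limit, limit read from the data, passing the limit was not always enough; inconclusive means no clear call, values can overlap the other calls; inactive means mean under the limit and some replicate under it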;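 further: myotubes were challenged with 10 µM simvastatin during compound exposure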
ARNT-TACC3 inh = disruptors of ARNT/TACC3 protein interaction, primary screen, biochemical, AlphaScreen, single concentration | actives 0.66% (n = 390,000) | Transforming acidic coiled-coil-containing protein 3 (Homo sapiens), Q9Y6A5 | inhibition, % at 9.99 µM | AlphaScreen His-ARNT PAS-B/GST-TACC3 binding, luminescence; TACC3 fragment carries E629A point mutation;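 active means mean inhibition of replicates at least 50% and at least half of replicates each reaching 50%; inconclusive means half or more replicates reach 50% but mean below 50%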;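 further: 0% = complete ARNT plus TACC3 wells and 100% = ARNT alone without TACC3; many hits fall short of the cut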
ERp5 block = inhibitors of ERp5-driven insulin aggregation, primary screen, biochemical, turbidity, absorbance 650 nm, single point; Protein disulfide-isomerase A6 (Homo sapiens), Q15084; inhibition, % at 9.99 µM; 90 min; actives 0.05% (n = 350,000); AID 651711, 2012;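 active means mean replicate inhibition above about 25%, with every replicate also reaching it, limit read from the data, passing the limit was not always enough; inconclusive means only one of those two criteria met; inactive means neither criterion met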
Target sequence (Q15084 whole entry, looked up): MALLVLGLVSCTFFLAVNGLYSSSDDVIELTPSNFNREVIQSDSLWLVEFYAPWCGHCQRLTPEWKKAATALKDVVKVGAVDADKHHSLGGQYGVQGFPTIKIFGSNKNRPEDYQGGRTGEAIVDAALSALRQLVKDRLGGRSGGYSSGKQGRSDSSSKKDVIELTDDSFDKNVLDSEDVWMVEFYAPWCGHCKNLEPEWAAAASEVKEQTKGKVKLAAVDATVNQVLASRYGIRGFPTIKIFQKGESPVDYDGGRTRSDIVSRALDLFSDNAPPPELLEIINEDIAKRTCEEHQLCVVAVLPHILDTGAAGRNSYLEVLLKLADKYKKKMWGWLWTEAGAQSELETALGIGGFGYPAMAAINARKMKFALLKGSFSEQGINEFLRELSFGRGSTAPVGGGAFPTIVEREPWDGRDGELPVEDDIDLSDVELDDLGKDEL
esBAF inh = Bmi1 luciferase reporter increase in mESCs, primary screen, esBAF inhibitor project, mouse ES cells, Bmi1 luciferase knock-in, single point. 24 h; 100% = twice the neutral-well signal. reporter increase, % at 12.5 µM. actives 2% (n = 350,000). AID 602393, 2012; in the data active means activation above about 40%; inconclusive means no clear call, values can overlap the other calls;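 further: 0% = median of the plate's neutral control wells and 100% = double that signal; a rise in the Bmi1 reporter signal indicates esBAF inhibition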
SIRT5 block = SIRT5 desuccinylase inhibitors, primary screen, biochemical, fluorescence imaging, single point, set 5; NAD-dependent protein deacylase sirtuin-5, mitochondrial (Homo sapiens), Q9NXA8; Purified SirT5, succinyl-peptide AMC, trypsin-coupled fluorescence; inhibition, % at 15 µM; actives 1.1% (n = 330,000); AID 652115, 2013; in the data active means inhibition above about 15%; inconclusive means no clear call, values can overlap the other calls
Target sequence (Q9NXA8 whole entry, looked up): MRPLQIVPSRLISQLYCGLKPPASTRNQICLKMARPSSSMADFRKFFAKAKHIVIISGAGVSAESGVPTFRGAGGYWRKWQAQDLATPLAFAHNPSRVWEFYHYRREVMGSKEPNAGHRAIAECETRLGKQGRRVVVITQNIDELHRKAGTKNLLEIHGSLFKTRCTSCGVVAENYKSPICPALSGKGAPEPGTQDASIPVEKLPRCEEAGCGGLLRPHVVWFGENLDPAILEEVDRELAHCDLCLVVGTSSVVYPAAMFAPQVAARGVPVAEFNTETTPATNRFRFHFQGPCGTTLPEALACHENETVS
Cneo AK release = Cryptococcus neoformans cell lysis inducers, primary screen, AK release luminescence, single concentration | actives 0.2% (n = 360,000) | lysis activity, % at 15 µM | C. neoformans lysis, adenylate kinase release luminescence, 4 h; normalised: neutral wells 0, clomiphene wells 100;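 active means mean lysis activity across replicates of at least 80%, whatever share of replicates individually reach that level; inactive means mean lysis activity below 80%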
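Material – Cryptococcus neoformans yeast cells · Quantity – 5 × 10^6 yeast cells/mL · Buffer or medium – YPD medium · Compound – single dose · Timing – 4 h static compound exposure, 37 °C, read 1 h post-reagent · Signal – adenylate kinase release luminescence · Read-out basis – lysis from increased AK signal · Benchmarks – Clomiphene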
Active calls of the source: *; u = inconclusive; x = not tested or not shown; & = joins results of further samples; [ ] = remark or other dose.

SMILES	miR122 inh	Statin myotox sup	ARNT-TACC3 inh	ERp5 block	esBAF inh	SIRT5 block	Cneo AK release
CCc1ccc(CN2C(=O)c3ccccc3C2C(=O)NC(C)CC)cc1 (stereo not drawn)	15.6	-2.0	-2.5	-4.8	-4.1	-0.3	0.3
COc1ccc(Cl)cc1CNC[C@H]1O[C@@H](n2cnc3c(=O)[nH]c(N)nc32)[C@H](O)[C@@H]1O	-3.9	7.0	x	-6.4	0.0	-9.2	-1.9
CC(C)=C1SC(N2CCN(c3ccc(Cl)cc3)CC2)=NC1=O	x	x	-3.8	2.6	x	-0.4	x
COc1ccc(CNC(=O)c2ccc(CS(=O)(=O)c3ccc(OC)cc3)o2)cc1	-4.3	-8.6	x	3.2	-6.3	x	1.7
CNC(=O)NC(=O)CSc1nc2sccc2c(=O)n1-c1ccccc1	-10.1	0.3	-7.7	1.0	0.1	-2.1	1.0
O=C(Cc1ccccc1)N1CCN(c2ccccc2F)CC1	-3.9	13.1	-8.6	3.3	13.0	-1.2	3.4
CC(=O)Nc1ccc(NC(=S)NC(=O)c2ccc([N+](=O)[O-])c(C)c2)cc1	x	x	-4.2	1.2	x	-8.5	x
CCOc1ccc(C(C)(C)C)cc1S(=O)(=O)Nc1ccncc1	77.5	-10.9	3.5	-3.5	4.6	3.3	-1.6
CCCCNC(=O)NS(=O)(=O)c1ccc(NC(=O)C(NC(N)=O)C(C)CC)cc1 (stereo not drawn)	-3.2	3.0	-11.3	3.3	-9.1	-2.4	-2.8
CN1C(=O)c2cc(NS(C)(=O)=O)ccc2OC[C@H]2O[C@@H](CC(=O)NCc3ccccc3)CC[C@@H]21	-2.5[16.7 µM]	13.2	10.8	2.2	-5.7	5.7	37.7
CCNC(=O)[C@@H]1[C@@H](CO)[C@@H]2Cn3c(ccc(/C=C/c4ccccc4)c3=O)[C@H]1N2C(=O)c1ccncc1	6.0[16.7 µM]	-4.6	-12.1	0.5	-3.3	-29.9	-1.1
O=C1c2ccccc2S(=O)(=O)c2cc(C(=O)N3CCCC3)ccc21	x	12.0	x	1.9	-2.9	-2.7	-4.9
COc1ccc(S(=O)(=O)Cc2ccc(C(=O)NC3CC3)o2)cc1	-0.9	-6.4	x	0.9	-2.1	x	4.8
CC(=O)NCCNC(=O)C1Cc2c(-c3ccc4c(c3)OCO4)ccnc2O1 (stereo not drawn)	-3.3	6.0	x	0.3	-4.3	x	1.0
Cc1cc(/C=C2\SC(N)=NC2=O)c(C)n1-c1ccccc1	-1.7	-4.8	-8.3	x	-11.3	x	-6.5
Cc1ccc(C(C(=O)NC2CCCCC2)N(C(=O)c2csnn2)c2ccccc2F)o1 (stereo not drawn)	-0.2	18.3	-17.3	1.5	39.2	2.0	-0.1
C[C@H](CO)N1C[C@H](C)[C@@H](CN(C)Cc2ccc(C(F)(F)F)cc2)Oc2c(NS(=O)(=O)c3cn(C)cn3)cccc2C1=O	36.5[16.7 µM]	36.4	x	-5.1	-0.8	x	-1.6
Cc1cccn2c(=O)c(C(=O)NCCCN3CC(C)CC(C)C3)c(O)nc12 (stereo not drawn)	-1.4	6.1	1.0	-3.6	-3.1	-4.4	0.3
C[C@@H]1CCCCO[C@H](CN(C)C(=O)Nc2cccc3ccccc23)[C@H](C)CN([C@H](C)CO)C(=O)c2cc(NS(=O)(=O)c3ccccc3)ccc2O1	15.8[16.7 µM]	x	3.0	-3.1	-4.5	5.2	72.6
CC(/C=C/c1ccc(O)cc1)=N/O	-4.4	16.7	1.8	x	13.1	x	-2.3
NS(=O)(=O)c1ccc(NC(=O)c2ccc(COc3ccccc3)o2)cc1	x	x	3.6	2.9	x	9.8	x
Cc1cccc(OCC(=O)Nc2cc(S(=O)(=O)N3CCCCC3)ccc2N2CCN(C)CC2)c1	-4.7	-3.5	6.1	-2.3	1.2	x	x
O=C(CN(Cc1ccccc1)S(=O)(=O)c1ccc(F)cc1)NCc1cccnc1	3.2	8.1	4.6	2.8	-6.6	0.5	0.1
Cc1noc(C)c1S(=O)(=O)Nc1ccc2c(c1)C(=O)N([C@@H](C)CO)C[C@H](C)[C@H](CN(C)S(C)(=O)=O)O2	-0.2[16.7 µM]	x	-5.7	12.4	0.1	-1.1	1.9
CCCCN(C(=O)C1COc2ccccc2O1)c1c(N)n(CCC)c(=O)[nH]c1=O (stereo not drawn)	-12.4	-8.6	-1.4	7.8	-4.6	-1.2	2.8
(list continues)
SMILES	miR122 inh	Statin myotox sup	ARNT-TACC3 inh	ERp5 block	esBAF inh	SIRT5 block	Cneo AK release
Cc1cc(C)nc(-n2nc(C)c3c(C(F)(F)F)cc(=O)[nH]c32)n1	-3.2	x	x	-3.3	x	-0.9	-0.7
Cc1cc(C)n(-c2ccc(C(=O)OC(C)C)cc2)n1	10.9	10.8	-19.4	-0.4	6.6	-4.6	1.0
O=C(c1cc2ccccc2o1)N1CCN(Cc2nc3ccccc3s2)CC1	2.5	4.1	x	2.9	44.8*	x	-0.4
CC(C)NC(=O)N(C)C[C@@H]1Oc2c(NC(=O)Nc3ccc(C(F)(F)F)cc3)cccc2C(=O)N([C@H](C)CO)C[C@@H]1C	-1.2[16.7 µM]	-49.2	-2.1	1.4	-2.7	3.3	35.1
Cc1cc(C)n2nc(C(=O)N3CCCC(Nc4ccc(C(C)C)cc4)C3)cc2n1 (stereo not drawn)	0.4	-2.6	0.4	7.8	4.9	-1.7	-0.1
C[C@@H]1CN([C@H](C)CO)S(=O)(=O)c2ccc(-c3cccc(C#N)c3)cc2O[C@@H]1CN(C)C(=O)c1ccccc1	12.5[16.7 µM]	-49.7	-0.8	-2.9	0.5	-0.2	1.3
CCC(C)[C@H](NC(=O)C1CCN(C(=O)[C@H](Cc2ccccc2)NC(=O)OC(C)(C)C)CC1)C(=O)O (stereo partly drawn)	4.5	12.4	-11.7	4.6	-3.4	-6.2	1.1
O=c1c(C(c2ccccc2)c2c(O)sc3ccccc3c2=O)c(O)sc2ccccc12	x	x	-4.6&-14.9	x	-4.7	x	-5.5
CCC(=O)N1C[C@@H](C)[C@H](OC)CN(C)C(=O)c2ccc(NS(C)(=O)=O)cc2OC[C@@H]1C	0.8[16.7 µM]	3.1	x	x	2.0	x	x
CCOC(=O)c1ccc(NC(=O)NCCc2cnc[nH]2)cc1	x	3.0	12.6	0.1	-7.8	-1.6	4.0
CC1CCC(NC(=O)C2CCC(CNS(=O)(=O)c3cccc4nsnc34)CC2)CC1 (stereo not drawn)	-10.5	-9.9	-7.7	-4.0	-8.3	-3.6	-1.2
CCc1cc(CNC(=O)C2CCC(=O)N(Cc3cccc(F)c3)C2)on1 (stereo not drawn)	0.6	6.8	3.1	-9.2	-2.7	-2.0	8.4
Cc1noc(C)c1NC(=O)N(C)C[C@H]1Oc2c(NC(=O)NC(C)C)cccc2C(=O)N([C@H](C)CO)C[C@H]1C	-6.4[16.7 µM]	x	-3.0	-2.9	-1.2	1.4	4.2
CCCCNC(=O)CNC(=S)N(Cc1ccccc1F)C1CCCCC1	8.0	-1.4	-7.2	-2.1	-4.6	4.7	0.5
CC=Cc1ccc2n(c1=O)C[C@@H]1[C@@H](CO)[C@H](C(=O)NCCCN3CCOCC3)[C@H]2N1Cc1cocn1 (mixture of isomers)	x	11.4	7.7	-5.4	-3.0	-22.2	-0.5
COc1ccc(S(=O)(=O)Nc2cccc3c2O[C@H](CN(C)S(=O)(=O)c2ccccc2)[C@H](C)CN([C@H](C)CO)C3=O)cc1	-4.1[16.7 µM]	5.4	4.2	x	1.0	x	8.4
COc1cccc(NC(=O)C2(C)CCN2Cc2ccc(SC)cc2)c1 (stereo not drawn)	-25.7	2.1	x	3.8	3.8	-1.7	-0.9
CN1C(=O)c2cc(NS(C)(=O)=O)ccc2OC[C@@H]2O[C@H](CC(=O)N3CCOCC3)CC[C@H]21	x	-8.3	-4.4	-0.9	0.4	-1.9	-0.8
CC(C)CC(NC(=O)C1CCC(C)CC1)C(=O)N1CCN(c2ccccn2)CC1 (stereo not drawn)	1.7	-5.3	-4.5	-4.6	2.6	x	-1.9
O=C(Nc1cccc2ccccc12)c1ccc([N+](=O)[O-])o1	x	u	-9.7	1.3	-71.4	-0.7	-0.5
COc1ccc(NC(=O)CNC(=O)N2CC(=O)Nc3ccccc32)cc1OC	12.4	3.2	8.7	0.5	3.3	-1.5	-7.3
COc1cc(CNCCc2ccccc2)cc(Br)c1OCC(=O)Nc1ccccc1C	x	x	9.9	-4.1	x	0.2	x
c1ccc(-c2cnc(C3CCCCC3)o2)cc1	-4.5	4.5	6.3	-9.9	52.8*	x	2.3
Cc1nc2c(C)cccc2c2c1CCN2c1ccccc1F	2.7	-22.9	-6.9	0.7	-1.6	-12.6	x
O=c1[nH]nc(Sc2ncnc3sccc23)n1CCc1ccccc1	22.5	x	-6.4	x	4.1	x	2.3

Reprinted at random: five entries already listed.
SMILES	miR122 inh	Statin myotox sup	ARNT-TACC3 inh	ERp5 block	esBAF inh	SIRT5 block	Cneo AK release
O=c1[nH]nc(Sc2ncnc3sccc23)n1CCc1ccccc1	22.5	x	-6.4	x	4.1	x	2.3
CCc1cc(CNC(=O)C2CCC(=O)N(Cc3cccc(F)c3)C2)on1 (stereo not drawn)	0.6	6.8	3.1	-9.2	-2.7	-2.0	8.4
COc1cccc(NC(=O)C2(C)CCN2Cc2ccc(SC)cc2)c1 (stereo not drawn)	-25.7	2.1	x	3.8	3.8	-1.7	-0.9
CCC(=O)N1C[C@@H](C)[C@H](OC)CN(C)C(=O)c2ccc(NS(C)(=O)=O)cc2OC[C@@H]1C	0.8[16.7 µM]	3.1	x	x	2.0	x	x
COc1ccc(NC(=O)CNC(=O)N2CC(=O)Nc3ccccc32)cc1OC	12.4	3.2	8.7	0.5	3.3	-1.5	-7.3

Carrying on:
SMILES	miR122 inh	Statin myotox sup	ARNT-TACC3 inh	ERp5 block	esBAF inh	SIRT5 block	Cneo AK release
Cn1ccc2c(-c3cccc4ccccc34)cc3c(c21)C1CCC3O1 (stereo not drawn)	4.6	-7.1	x	-2.7	0.2	-0.8	0.6
COc1ccc(OC)c(NS(=O)(=O)c2ccc(Cl)s2)c1	16.3	x	4.8	x	1.4	x	5.2
COc1ccc(NC(=O)c2c(Cl)nc3ccccn23)cc1	-3.9	-5.4	4.2	-1.7	3.8	0.3	x
O=C(C[C@H]1CC[C@@H](NC(=O)c2ccccn2)[C@H](CO)O1)NCc1cc(F)cc(F)c1	x	-2.0	-2.3	2.0	-1.9	4.2	-1.4
O=C(CSc1nncs1)Nc1nccs1	0.8	-10.7	-0.8	8.8	x	3.0	2.4
COc1cc(NC(=O)Nc2nnc([C@H]3C[C@H](O)[C@@H](CO)O3)s2)cc(OC)c1	1.9	-2.4	x	6.6	0.0	-1.9	-0.9
C[C@@H]1CN([C@H](C)CO)C(=O)CCCn2nncc2CO[C@H]1CN(C)C(=O)c1ccc(N2CCN(C)CC2)cc1	-3.8	10.2&-7.5&3.8	-7.2	-5.3&4.2	-9.8&0.9&-2.6	-7.2&-0.4	0.7&0.0
C/C(=N\N1CCN(Cc2ccc(Cl)cc2)CC1)c1ccc(F)cc1	-1.5	x	9.2	5.4	x	-4.9	6.0
COc1ccc(C(=O)NCc2nnc(SCC(=O)c3ccccc3)n2C)cc1OC	x	1.0	10.0	1.4	12.2	-0.8	0.1
CCOc1ccc(/C(=N\O)C(C)NO)cc1 (stereo not drawn)	x	-1.7	-0.4	0.5	8.0	0.6	-0.2

High-throughput results from PubChem BioAssay.
